V1R ag counter: counter-screen for oxytocin receptor agonists: human V1a receptor agonists | 320,000 tested, 0.25% active | activation, % at 3 µM | P37288 | CHO-V1R cells, Fluo-8 calcium fluorescence, agonist mode; 0% DMSO, 100% 3 nM vasopressin;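 active means activation above the mean activation of all tested compounds plus 3 SD, per screening run, cut at about 20% in these data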;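 further: signal is peak over basal fluorescence ratio across a 100 second FLIPR read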
TAAR1 antag: antagonists of human TAAR1; Q96RJ0; CHO RD-HGA16 TAAR1, Fluo-8 calcium fluorescence, antagonist; inhibition, % at 3 µM; 360,000 tested, 1.5% active; AID 624466;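 active means inhibition above a per-plate cutoff, the mean inhibition of test compounds on that plate plus 3 SD, cut at about 49% in these data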;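 further: 0% = DMSO plus EC80 beta-PEA response and 100% = DMSO alone without agonist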
Target sequence (Q96RJ0 whole entry, looked up): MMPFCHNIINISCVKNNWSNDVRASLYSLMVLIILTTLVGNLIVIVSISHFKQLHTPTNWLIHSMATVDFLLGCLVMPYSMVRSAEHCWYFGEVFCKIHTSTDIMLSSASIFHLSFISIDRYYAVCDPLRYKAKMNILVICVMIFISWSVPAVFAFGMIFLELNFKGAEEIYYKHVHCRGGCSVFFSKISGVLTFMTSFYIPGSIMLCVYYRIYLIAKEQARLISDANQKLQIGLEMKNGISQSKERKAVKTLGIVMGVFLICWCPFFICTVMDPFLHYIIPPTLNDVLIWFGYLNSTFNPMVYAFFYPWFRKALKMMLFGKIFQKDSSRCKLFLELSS
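Assay system: CHO-derived RD-HGA16 cells stably expressing human TAAR1 plus Gα16. Timing: 140 s kinetic read after compound, 140 s after agonist. Technique: kinetic Fluo-8 calcium fluorescence measurement. Measure: % inhibition of agonist calcium response.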
CHO-K1 Ca antag: counter-screen for M1 antagonists: effect in parental CHO-K1 cells; 360,000 tested, 0.6% active; inhibition, % at 3 µM; AID 602250; ATP-induced calcium, Fluo-8 fluorescence;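 active means inhibition above a per-plate cutoff, the plate's mean sample inhibition plus 3 SD, cut at about 24% in these data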;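 further: 0% = DMSO plus EC80 ATP and 100% = DMSO alone without ATP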
CHO-K1 Ca ag: nonselective activator or artifact in parental CHO-K1 cells; Fluo-8 calcium fluorescence; scaled to maximal ATP response, vehicle zero; activation, % at 3 µM; 360,000 tested, 0.48% active; AID 602248; in the data active means activation above about 15%;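 further: untransfected CHO-K1 host cells lacking M1 receptor as counterscreen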
CHO parental Ca: counter-screen for OX1R antagonists: effect in parental CHO cells | parental CHO-K1, ATP-induced calcium, Fluo-8 fluorescence | inhibition, % at 5.6 µM | 330,000 tested, 0.63% active;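 active means inhibition above that plate's mean sample inhibition plus 3 SD, cut at about 26% in these data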;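 further: 0% = ATP-challenged DMSO wells and 100% = DMSO wells without ATP; some compounds past the cut are filed as inactive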
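Test system: untransfected parental CHO cell line. Compound: one dose, 5.6 µM nominal. Detection: intracellular calcium via Fluo-8 no-wash fluorescent dye. Measure: % inhibition. Benchmarks: ATP-challenged DMSO wells low, unchallenged DMSO wells high.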
M1 PAM parental: counter-screen for M1 PAMs: effect in parental CHO-K1 cells; ATP EC20, Fluo-8 calcium fluorescence; 0% at ATP EC20, 100% at ATP max; activation, % at 3 µM; 360,000 tested, 0.02% active;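 active means activation above the run cutoff, the mean activation of all test compounds plus 3 SD, cut at about 40% in these data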;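 further: peak over basal fluorescence ratio in a 140 s read after ATP addition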
OXTR potentiator: human OXTR potentiation. P30559. CHO-OTR cells, Fluo-8 calcium fluorescence, potentiator mode; 0% = oxytocin EC15, 100% = EC100. activation, % at 3 µM. 320,000 tested, 0.061% active;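 active means activation above that plate's cutoff, the mean activation of tested compounds plus 3 SD, cut at about 6.6% in these data, passing the limit was not always enough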;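 further: 100% uses oxytocin at 75 nM as the full agonist control; some results filed as inactive read as strong as hits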
Target sequence (P30559 whole entry, looked up): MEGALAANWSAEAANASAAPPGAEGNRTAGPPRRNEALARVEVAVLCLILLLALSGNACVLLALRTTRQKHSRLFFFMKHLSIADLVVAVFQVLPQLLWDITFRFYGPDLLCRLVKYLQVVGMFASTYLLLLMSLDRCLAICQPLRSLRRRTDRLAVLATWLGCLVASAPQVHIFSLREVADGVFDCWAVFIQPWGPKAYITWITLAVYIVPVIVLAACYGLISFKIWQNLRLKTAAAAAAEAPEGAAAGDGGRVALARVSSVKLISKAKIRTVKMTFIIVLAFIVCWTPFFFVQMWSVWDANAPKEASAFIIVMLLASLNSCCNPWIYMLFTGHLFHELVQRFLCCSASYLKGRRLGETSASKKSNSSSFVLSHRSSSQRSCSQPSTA
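Measured by – Fluo-8 calcium dye fluorescence · Test system – human OTR in CHO cells · Dosing – one concentration, 3.0 µM compound · Controls – EC15 oxytocin alone as 0%, 75 nM oxytocin as 100% · Evaluation – normalized max/min fluorescence ratio, % activation · Timing – 6 min pre-incubation, 100 s read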
M1 ag: agonists of human M1 muscarinic receptor; CHO-K1 hM1, Fluo-8 calcium fluorescence, agonist mode; 0% DMSO, 100% acetylcholine EC100; activation, % at 3 µM; 360,000 tested, 0.33% active; AID 588814;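 active means activation above the run's mean compound activation plus 3 SD, cut at about 16% in these data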;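 further: peak over basal fluorescence ratio within a 140 s kinetic read after compound addition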
TAAR1 ag: human TAAR1 agonism. activation, % at 3 µM. 360,000 tested, 0.99% active. CHO RD-HGA16 TAAR1, Fluo-8 calcium fluorescence; vehicle wells 0%, saturating PEA agonist 100%;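 active means activation above the mean activation of all test compounds in the run plus 3 SD, cut at about 38% in these data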
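Repeats: no replicates (n 1) | Material: CHO-derived RD-HGA16 cells with stable Gα16 and human TAAR1 | Technique: Kinetic Fluo-8 calcium fluorescence | Schedule: 17-24 h seeding, 75 min 37 °C dye, 30 min RT | Evaluation: % activation from peak over basal fluorescence ratio, DMSO-to-PEA scaled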
Numbers without * were called inactive; . = no result given. An unsorted share of the library; any-hit rate near 3.3%.

SMILES	V1R ag counter	TAAR1 antag	CHO-K1 Ca antag	CHO-K1 Ca ag	CHO parental Ca	M1 PAM parental	OXTR potentiator	M1 ag	TAAR1 ag
CC1(C)CC(=O)C/C(=N\NC(=O)C2CC23CCC3)C1 (configuration not stated)	1.0	25	-25	0.8	15	27	-4	-2	0
Fc1cccc2sc(N3CCCCC3)nc12	-0.9	12	-3	1.5	-17	13	-3	-3	13
O=C(O/N=C1\CCS(=O)(=O)c2sccc21)c1c(F)cccc1F	-0.5	12	-18	0.4	-17	12	-11	0	2
O=C(NCCCN1CCOCC1)c1cccnc1SCc1ccccc1Cl	0.1	-9	9	0.1	-9	-8	-10	-10	2
CC(C)CN(C(=O)COc1ccc([N+](=O)[O-])cc1)c1c(N)n(CC(C)C)c(=O)[nH]c1=O	-0.6	-19	14	-0.2	6	-12	-2	-3	0
Cc1ccc(NCc2nnc(SCC(=O)O)n2-c2ccc(C)cc2)cc1	0.3	12	-7	0.1	-16	20	-7	-9	3
COc1cccc(C(=O)NNC(=O)c2cccnc2)c1	0.5	7	-15	0.4	-10	-1	-5	-4	-1
CC(=O)NC1(C(F)(F)F)C(=O)Nc2c1c(=O)[nH]c(=O)n2CCc1ccccc1 (configuration not stated)	0.2	-20	-2	-0.1	2	1	1	-1	2
CC1(C)OC(=O)C(=Cc2ccc(-c3ccc(Cl)c(C(=O)O)c3)o2)C(=O)O1	0.1	10	0	0.7	-13	8	-3	-3	0
Cc1ccc(NC(=O)/C(C#N)=C/c2ccccc2C(F)(F)F)cc1	-0.5	7	13	0.1	-6	7	-13	-3	-2
Cc1ccc(C)c(CNC(=O)Nc2ccccc2)c1	-0.8	5	-15	1.5	-18	13	-10	-6	3
O=C(c1cnc2n(c1=O)CCS2)N(c1ccccc1)C1CCCCC1	0.8	-3	-6	0.6	-16	13	-8	-3	8

Entries of single compounds, looked up by structure.
Shown for `O=C(c1cnc2n(c1=O)CCS2)N(c1ccccc1)C1CCCCC1` → V1R ag counter = 0.8; TAAR1 antag = -3; CHO-K1 Ca antag = -6; CHO-K1 Ca ag = 0.6; CHO parental Ca = -16; M1 PAM parental = 13; OXTR potentiator = -8; M1 ag = -3; TAAR1 ag = 8
Shown for `Cc1ccc(C)c(CNC(=O)Nc2ccccc2)c1` → V1R ag counter = -0.8; TAAR1 antag = 5; CHO-K1 Ca antag = -15; CHO-K1 Ca ag = 1.5; CHO parental Ca = -18; M1 PAM parental = 13; OXTR potentiator = -10; M1 ag = -6; TAAR1 ag = 3

Remaining list, next part
SMILES	V1R ag counter	TAAR1 antag	CHO-K1 Ca antag	CHO-K1 Ca ag	CHO parental Ca	M1 PAM parental	OXTR potentiator	M1 ag	TAAR1 ag
CN1CCN(C(=O)c2cnn(-c3ccccc3)c2NC(=O)c2ccc(Br)cc2)CC1	2.7	-13	15	-0.4	-7	-16	-12	0	0
CCOC(=O)N1CCc2c(sc3c2c(=O)n(Cc2ccccc2)c(=O)n3Cc2cccc(C)c2)C1	0.9	-38	-19	-0.1	-20	12	-1	-1	1
COCCNC(=O)CSc1cc(-c2ccccc2)c2ccc(OC)cc2n1	-0.4	-6	-9	0.5	-12	23	2	-7	-1
COC(=O)c1cnc(N)s1	.	-17	-1	0.8	.	-11	.	0	3
CC(C)c1onc(C(=O)Nc2ccc3c(c2)OCO3)c1[N+](=O)[O-]	1.8	.	-8	1.7	1	30	-3	-3	.
O=C(O)CCC(=O)Nc1ccc(S(=O)(=O)N2CCCC2)cc1	-0.1	-3	25*	-0.2	6	-7	-19	1	13
CS(=O)(=O)N1CCC(NC(=O)Nc2ccc(OC(F)(F)F)cc2)CC1	0.3	5	11	0.2	-5	-14	-4	-4	2
O=C(Nc1ccc(F)c(F)c1)C1CCCN(S(=O)(=O)c2cnc[nH]2)C1 (configuration not stated)	0.3	.	4	-0.1	-7	9	-1	-3	.
O=C1C(C=NCCCN2CCOCC2)=C(O)c2ccccc21	1.2	12	-8	0.4	0	10	-1	-5	10
Cc1cc(C(=O)Nc2ccon2)cs1	0.0	-5	-6	0.6	2	21	-7	-4	3
N=c1sccn1CC(=O)Nc1cc(Cl)ccc1[N+](=O)[O-]	0.3	5	18	0.0	-15	-17	1	-11	0
OCCNCc1cccc2ccccc12	-0.6	-7	-2	0.3	0	-2	3	-4	9

In the list so far, three contain an NH in an aromatic ring.
SMILES	V1R ag counter	TAAR1 antag	CHO-K1 Ca antag	CHO-K1 Ca ag	CHO parental Ca	M1 PAM parental	OXTR potentiator	M1 ag	TAAR1 ag
CC(C)CN(C(=O)COc1ccc([N+](=O)[O-])cc1)c1c(N)n(CC(C)C)c(=O)[nH]c1=O	-0.6	-19	14	-0.2	6	-12	-2	-3	0
CC(=O)NC1(C(F)(F)F)C(=O)Nc2c1c(=O)[nH]c(=O)n2CCc1ccccc1 (configuration not stated)	0.2	-20	-2	-0.1	2	1	1	-1	2
O=C(Nc1ccc(F)c(F)c1)C1CCCN(S(=O)(=O)c2cnc[nH]2)C1 (configuration not stated)	0.3	.	4	-0.1	-7	9	-1	-3	.

Additional compounds:
SMILES	V1R ag counter	TAAR1 antag	CHO-K1 Ca antag	CHO-K1 Ca ag	CHO parental Ca	M1 PAM parental	OXTR potentiator	M1 ag	TAAR1 ag
O=C(COC(=O)CNC(=O)c1ccccc1F)Nc1ccc2c(c1)OCO2	0.4	5	4	0.4	-3	-8	-3	-2	14
CCOc1ccc(NC(=S)NS(=O)(=O)c2cc(Br)ccc2OCC)cc1	-2.3	-16	-11	0.2	-16	18	-5	-3	0
CN1CCN(C(=O)c2cccc(S(=O)(=O)N3CCCCC3)c2)CC1	0.3	-23	-1	-0.4	-5	6	1	-4	5
CC1CN=C(NC2CCCCC2C)S1 (configuration not stated)	0.8	-25	-5	0.5	1	16	2	-6	-1
CC1CCCCN1CCCNC(=O)CN1C(=O)c2cccnc2Oc2ccccc21 (configuration not stated)	0.8	-14	-13	1.6	4	14	-7	-4	3
Nc1cc(C(F)(F)F)ccc1OCC1CCCO1 (configuration not stated)	1.8	12	-1	0.5	-7	-4	-4	-4	-1
COC(=O)c1cc(Cl)c(NC(=O)Cc2ccccc2)cc1OC	-0.3	0	-8	1.2	-18	1	5	-4	-1
COc1ccc(Nc2ncc(F)c(N3CCOCC3)n2)cc1	5.2	8	-7	4.3	-19	0	-14	0	7
CSCCC1NC(=S)N(Cc2ccccc2)C1=O (configuration not stated)	0.3	-3	-10	2.2	-8	12	-18	-3	-1
COc1ccc(S(=O)(=O)N2CCCOC2CNC(=O)C(=O)NCc2ccccc2F)cc1C (configuration not stated)	4.9	-9	15	1.1	4	-30	-11	-2	1
O=C(COC(=O)c1ccc(S(=O)(=O)NCc2ccco2)cc1)NC1CCCCC1	2.1	13	6	1.3	1	9	-8	-2	2
O=C(C1COc2ccccc2O1)N1CCN(c2ccccc2Cl)CC1 (configuration not stated)	0.7	2	-2	-0.1	1	15	-14	-6	1

4 records picked at random from those above, as already listed:
SMILES	V1R ag counter	TAAR1 antag	CHO-K1 Ca antag	CHO-K1 Ca ag	CHO parental Ca	M1 PAM parental	OXTR potentiator	M1 ag	TAAR1 ag
COC(=O)c1cc(Cl)c(NC(=O)Cc2ccccc2)cc1OC	-0.3	0	-8	1.2	-18	1	5	-4	-1
Nc1cc(C(F)(F)F)ccc1OCC1CCCO1 (configuration not stated)	1.8	12	-1	0.5	-7	-4	-4	-4	-1
CC1CN=C(NC2CCCCC2C)S1 (configuration not stated)	0.8	-25	-5	0.5	1	16	2	-6	-1
COc1ccc(Nc2ncc(F)c(N3CCOCC3)n2)cc1	5.2	8	-7	4.3	-19	0	-14	0	7

(next part)
SMILES	V1R ag counter	TAAR1 antag	CHO-K1 Ca antag	CHO-K1 Ca ag	CHO parental Ca	M1 PAM parental	OXTR potentiator	M1 ag	TAAR1 ag
COc1ccc(S(=O)(=O)N2CCOCC2)cc1NC(=O)CN1C(=O)CN(C)C1=O	0.2	-4	-10	0.2	3	3	-2	0	4
Cc1ccc(C(=O)N2CCN(c3ccc(NC(=O)c4cccnc4Cl)cc3)CC2)cc1	3.6	2	-6	1.8	-5	6	-3	-5	-3
Cc1ccc(Cc2c(C3CCCCC3)nc3ccc(Br)cn23)cc1	.	0	-15	0.6	.	12	.	-7	-2
COc1ccc(CN(C(=O)c2ccc(-c3ccccc3)[nH]2)C(C(=O)NCC2CCCO2)c2ccc(C)o2)cc1 (configuration not stated)	-0.7	38	0	3.5	1	22	-6	1	18
COc1ccc2[nH]c(C(=O)NCc3ccc4c(c3)OCO4)cc2c1	1.0	-14	-8	0.8	-8	9	-7	-3	0
COc1ccc(S(=O)(=O)N(C)CC(=O)N2CCCCC2)cc1Cl	-0.8	-6	-14	-0.2	-21	16	-13	-3	4
O=S(=O)(c1cccc(-c2nnco2)c1)N1CCOCC1	1.0	-6	3	0.0	8	-7	-6	-4	1
CC12CCC(C)(c3nc4ccccc4nc31)C2(C)C	3.4	4	7	0.1	3	2	3	-6	8
CC1CN(CCCCOc2cccc(Oc3ccccc3)c2)CC(C)O1 (configuration not stated)	-0.4	-22	-16	0.7	-28	8	2	-7	3
COCC(=O)Nc1ccc(S(=O)(=O)NCCc2ccccc2)cc1	3.3	15	-3	1.8	-5	15	-5	-2	11
CCCCOc1cccc(C2C(C(=O)c3cccs3)=C(O)C(=O)N2Cc2cccnc2)c1 (configuration not stated)	-0.8	-7	-6	-0.4	-20	-2	-6	-7	4
CCOC(=O)c1c(-c2ccc(N(C)C)cc2)oc2c1C(OC)CC2 (configuration not stated)	.	-8	-5	1.7	.	10	.	.	3
CCc1cccc(C)c1NC(=O)CN1C(=O)NC(Cc2ccccc2)C1=O (configuration not stated)	0.1	-11	-8	2.0	-13	13	5	-3	3
Cc1c(Cl)cccc1NC(=S)NN	-0.2	3	-14	1.0	-5	9	-6	-8	8
